Assay outcomes: PubChem BioAssay, several laboratories
rCAG binder = binders of r(CAG) RNA repeats, primary screen, biochemical, fluorescence | r(CAG) RNA repeat, TO-PRO-1 dye displacement fluorescence | inhibition, % at 3 µM | hit rate 1.3% among 370,000;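 active = inhibition above the plate cutoff, the mean of all test compounds on that plate plus 3 SD, cut at about 35% in these data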;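 also: 0% = DMSO alone and 100% = 100 µM mitoxantrone as full dye displacement; higher means more dye released from RNA so lower well fluorescence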
HTRA1 inh = HTRA1 serine protease inhibitors, primary screen, biochemical, fluorescence polarization, HTS. inhibition, % at 5.96 µM. recombinant HTRA1, FP-rhodamine activity-based probe. hit rate 0.5% among 340,000; in the data active = inhibition above about 36%;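 also: 0% = enzyme with DMSO and 100% = wells lacking enzyme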
PRMT1 inh = PRMT1 methyltransferase inhibitors, primary screen, biochemical, fluorescence polarization | Protein arginine N-methyltransferase 1 (Homo sapiens), Q99873 | recombinant PRMT1, activity-based probe fluorescence polarization | inhibition, % at 2.79 µM | hit rate 1.3% among 370,000;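 active = inhibition above about 21% made by adding two undisclosed values, limit read from the data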
TCR CD3 inh = inhibitors of human TCR-CD3 interaction, primary screen, biochemical, fluorescence, TAMRA-labeled TCR probe; T-cell receptor (TCR); inhibition, % at 9.4 µM; hit rate 0.37% among 360,000; AID 651800, 2012; in the data active = inhibition above about 19%;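 also: recombinant mutant TCR 2C K166C tagged with TAMRA read by polarization; 0% = receptor in buffer alone and 100% = receptor with positive control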
TDP2 inh = human TDP2 enzyme inhibitors, primary screen, biochemical, epi absorbance, recombinant enzyme | Tyrosyl-DNA phosphodiesterase 2 (Homo sapiens), O95551 | T5PNP hydrolysis, p-nitrophenol absorbance 415 nm | inhibition, % at 12.8 µM | hit rate 0.34% among 370,000;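 active = inhibition above the mean of all tested compounds plus 3 SD, set per campaign, cut at about 25% in these data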;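 also: 0% = DMSO with enzyme and 100% = buffer with substrate but no TDP2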
Target sequence (O95551 whole entry, looked up): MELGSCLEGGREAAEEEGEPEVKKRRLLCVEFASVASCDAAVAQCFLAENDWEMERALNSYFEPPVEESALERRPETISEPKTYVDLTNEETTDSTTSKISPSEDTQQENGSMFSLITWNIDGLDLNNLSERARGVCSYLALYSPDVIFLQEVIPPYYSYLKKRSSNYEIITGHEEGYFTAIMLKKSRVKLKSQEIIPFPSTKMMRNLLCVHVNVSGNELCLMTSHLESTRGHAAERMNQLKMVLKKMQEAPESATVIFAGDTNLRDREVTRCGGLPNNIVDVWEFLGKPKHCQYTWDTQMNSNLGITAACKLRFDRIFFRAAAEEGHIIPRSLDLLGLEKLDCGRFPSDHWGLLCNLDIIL
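System – recombinant human TDP2 · Quantity – TDP2 enzyme at 120 nM final · Doses – single concentration, 12.8 µM nominal, with 1% DMSO · Incubation – 2 h at 37 °C · Measured by – epi absorbance of p-nitrophenol freed from T5PNP by hydrolysis · Read-out – % inhibition relative to enzyme-containing and enzyme-free wells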
Rev-erbA mod = modulators of Rev-erb alpha DNA binding, primary screen, biochemical, FITC-DNA, fluorescence polarization, uHTS. Nuclear receptor subfamily 1 group D member 1 (Homo sapiens), P20393. Rev-erbα–FITC-DNA binding, 90 min. activity, % at 10 µM. hit rate 0.79% among 370,000;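 active = activity above about 14%, limit read from the data; passing the limit was not always enough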;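 also: 0% = DMSO wells with 35 nM protein and 100% = DMSO wells with 750 nM protein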
Target sequence (P20393 whole entry, looked up): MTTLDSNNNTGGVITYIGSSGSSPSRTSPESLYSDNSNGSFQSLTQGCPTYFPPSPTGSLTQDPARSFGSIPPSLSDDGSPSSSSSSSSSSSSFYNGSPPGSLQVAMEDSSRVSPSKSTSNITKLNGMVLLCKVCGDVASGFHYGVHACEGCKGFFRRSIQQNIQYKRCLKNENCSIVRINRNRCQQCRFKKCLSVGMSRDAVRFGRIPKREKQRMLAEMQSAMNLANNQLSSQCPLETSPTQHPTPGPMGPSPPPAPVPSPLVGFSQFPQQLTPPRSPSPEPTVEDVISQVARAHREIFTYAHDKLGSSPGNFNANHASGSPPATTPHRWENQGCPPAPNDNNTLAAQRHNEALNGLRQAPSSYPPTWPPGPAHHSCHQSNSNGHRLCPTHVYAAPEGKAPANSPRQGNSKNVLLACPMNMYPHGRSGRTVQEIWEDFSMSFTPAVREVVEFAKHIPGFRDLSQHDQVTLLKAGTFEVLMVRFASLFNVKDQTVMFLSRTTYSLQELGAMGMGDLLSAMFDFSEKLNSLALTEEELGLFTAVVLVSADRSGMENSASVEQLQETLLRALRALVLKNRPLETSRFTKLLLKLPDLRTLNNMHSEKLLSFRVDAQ
LEDGF integ inh = blockers of LEDGF/p75-dependent integrase strand transfer – biochemical, TR-FRET, high throughput, primary screen; hit rate 0.64% among 370,000; HIV-1 integrase (with human LEDGF/p75); TR-FRET IN-LEDGF/p75 DNA integration, Eu/Cy5; AID 743269, 2014; inhibition, % at 3.7 µM;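 active = inhibition above the screen-wide mean plus 3 SD, cut at about 13% in these data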;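 also: signal is the Cy5 over europium emission ratio at 671 and 618 nm; 0% = plate median of compound wells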
PG9 Ab binder = binders of HIV-1 gp120 antibody PG9, primary screen, biochemical, TR-FRET; HIV-1 gp120 / PG9 antibody interaction; AID 624416, 2012; hit rate 0.43% among 360,000; inhibition, % at 6.7 µM; TR-FRET gp120-PG9 antibody binding; in the data active = inhibition above about 8.5%
mABHD4 FP = ABHD4 inhibitors, primary screen, biochemical, fluorescence polarization, mouse; (Lyso)-N-acylphosphatidylethanolamine lipase (Mus musculus), Q8VD66; purified mABHD4, FP-Rh probe fluorescence polarization; inhibition, % at 8.92 µM; hit rate 0.54% among 370,000; AID 720543, 2013;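 active = inhibition exceeding the mean over every tested compound plus 3 SD, cut at about 30% in these data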;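 also: 0% = plate median of compound wells and 100% = S159A mutant with DMSO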
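Assay system: mouse ABHD4 enzyme, wild type / Also added: fluorescent activity-based probe FP-Rh / Doses: single nominal dose of 8.92 µM, 0.89% DMSO final / Timing: 45 min compound pre-incubation plus 60 min probe step, 25 °C / Signal: FP readout, ex 525 nm / em 598 nm / Control set: S159A mutant/DMSO as 100%, compound-well median as 0%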
SIAE inh = human SIAE inhibitors, primary screen, biochemical, fluorescence polarization, FP-Rh probe, 1536-well HTS. hit rate 0.69% among 370,000. SIAE FP-Rh probe binding. AID 1053197, 2014. inhibition, % at 9.66 µM;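 active = inhibition above a cutoff: mean of compounds within the control limits plus 3 SD of those, cut at about 17% in these data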;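 also: 0% = plate median of compound wells and 100% = probe without SIAE protein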
An asterisk follows results filed as active; / = no result given. These rows are one share of the data, so the mix of outcomes need not match the whole.

Below each compound: rCAG binder, HTRA1 inh, PRMT1 inh, TCR CD3 inh, TDP2 inh, Rev-erbA mod, LEDGF integ inh, PG9 Ab binder, mABHD4 FP, SIAE inh
- COc1cc(C2/C(=C(\O)c3ccc4c(c3)CC(C)O4)C(=O)C(=O)N2CCN2CCOCC2)cc(OC)c1OC (stereo unspecified)
→ 0, 7, 1, -5, -9, -2, 2, 0.8, -39, -2
- CC(=O)c1cc2cccc(OC3(C)CCN(Cc4ccc(-c5ccccn5)cc4)C3)c2o1 (stereo unspecified)
→ -1, /, -1, 4, 6, 7, 1, -2.2, -3, -1
- COc1ccccc1/C=C/C(=O)NC1CC2CCC1C2 (stereo unspecified)
→ -4, -12, 3, 0, -10, -1, -5, 1.8, -3, -2
- COc1cccc(CN2CC(C(=O)N3CCN(C(C)C)CC3)CCC2=O)c1 (stereo unspecified)
→ -2, 0, 3, 0, 9, 2, -3, -0.7, 1, 4
- Cc1noc(C)c1S(=O)(=O)N1CCC(C(=O)Nc2ccccn2)CC1
→ 4, 2, -2, -5, 5, -2, -1, 1.9, -3, 5
- O=C(CN1CCN(c2ccccc2F)CC1)c1ccc2c(c1)OCO2
→ 1, -9, 2, 9, 0, -2, 2, -2.0, 5, 4
- CC1CC1C(=O)OCC(=O)NC(=O)c1ccc(C(C)(C)C)cc1 (stereo unspecified)
→ -2, 1, 1, -5, 1, -3, -1, -0.5, 2, -5
- Cc1ccc(Oc2nc(C(F)(F)F)nc3ccccc23)cc1
→ -1, -1, -1, -1, 8, 7, -1, -1.2, 4, -5
- CC1CN(c2cc(=O)n(-c3ccc(Cl)cc3)c(=O)[nH]2)CC(C)O1 (stereo unspecified)
→ 2, -2, -1, -5, -14, -4, 7, 0.2, -4, 1
- Cc1nc(-c2nc(CC(=O)NNC(=O)c3ccc(Cl)cc3)cs2)cs1
→ -3, 2, 1, -7, -5, -3, 0, -1.7, 4, -6
- C#CCN1C(=O)C(O)(CC(=O)/C=C/C=C/c2ccccc2)c2ccccc21 (stereo unspecified)
→ 4, -13, 2, 5, 2, -10, 1, -2.0, 1, -5
- Cc1[nH]n(-c2nc(-c3cccc([N+](=O)[O-])c3)cs2)c(=O)c1C
→ 11, 2, 2, -3, 4, -1, -4, -4.8, -4, 2
- CCCS(=O)(=O)N1CCN(c2ccccc2F)CC1
→ -3, 11, 2, 0, -2, -3, -2, -2.6, 3, -7
- CC(C)NC(=O)CN1C(=O)C(=O)c2ccccc21
→ 0, 1, -1, -2, -10, 0, 0, -0.3, 1, 4
- CCN(CC)c1cccc(OCC(=O)N(C)CCC#N)c1
→ 1, 23, 2, 21*, -2, -4, -4, 0.8, 63*, -46

Grouped by structure, the entries above containing a Cl atom (two)
Below each compound: rCAG binder, HTRA1 inh, PRMT1 inh, TCR CD3 inh, TDP2 inh, Rev-erbA mod, LEDGF integ inh, PG9 Ab binder, mABHD4 FP, SIAE inh
- CC1CN(c2cc(=O)n(-c3ccc(Cl)cc3)c(=O)[nH]2)CC(C)O1 (stereo unspecified)
→ 2, -2, -1, -5, -14, -4, 7, 0.2, -4, 1
- Cc1nc(-c2nc(CC(=O)NNC(=O)c3ccc(Cl)cc3)cs2)cs1
→ -3, 2, 1, -7, -5, -3, 0, -1.7, 4, -6

Later entries.
Below each compound: rCAG binder, HTRA1 inh, PRMT1 inh, TCR CD3 inh, TDP2 inh, Rev-erbA mod, LEDGF integ inh, PG9 Ab binder, mABHD4 FP, SIAE inh
- COc1ccc([N+](=O)[O-])cc1/C=N/NC(=O)Cc1ccccc1
→ 13, 2, -2, 10, -3, 6, 0, -3.8, 1, 4
- Cc1ccc(C(=O)NCC(=O)Nc2ncccc2C)s1
→ 2, -3, -5, 1, -1, 9, -3, -0.4, -1, -1
- Cc1ccc(NC(=O)COC(=O)CCCC2=NS(=O)(=O)c3ccccc3N2)cc1C
→ 8, -11, 7, 3, 9, 6, -1, 0.2, -3, -1
- O=C(COC(=O)Cn1cnc2ccccc21)NCCc1ccccc1
→ 0, 3, 1, 7, 8, -2, 0, -1.6, -2, 1
- Cc1ccc(-c2ccc(SCC(=O)NC3CCCC3)nn2)cc1
→ -3, -1, 1, -5, -3, 0, -4, 0.5, -2, 4
- O=C(CSc1nnc(Nc2ccccc2)s1)Nc1cccc(S(=O)(=O)N2CCCCC2)c1
→ 17, -49, 5, 5, -4, 0, -3, -1.7, -38, -11
- COc1ccc(N2CCN(C(=O)COC(=O)c3cccc(S(=O)(=O)Nc4ccccc4OC)c3)CC2)cc1
→ 2, -2, 0, -2, 3, -4, 0, -1.1, 2, 9
- CC(C)C[C@H]1CNC(=S)N1CC1CCCN1C[C@H](CC(C)C)N1C[C@H](Cc2ccccc2)N(CC2CCCCCC2)C1=S (stereo partly specified)
→ -1, -10, 31*, 8, -12, 3, -1, 1.2, 3, 5
- COc1cccc(CCc2nnc(CCC(=O)N3CCN(Cc4ccccn4)CC3)o2)c1
→ -7, -2, 0, 5, -3, 0, 5, -2.2, 1, -3
- COc1ccc(C(=O)C[n+]2cccc(C)c2)cc1
→ 1, 5, -2, 4, 6, -3, 3, -0.4, 1, -2
- O=C(Nc1ccc(O)c2c(=O)cc(-c3ccccc3Cl)oc12)c1cccc(Cl)c1
→ 3, -11, 3, 1, 10, 5, 0, -2.2, 3, 1
- COc1cc(OC)cc(C(=O)N/N=C2/SCC(=O)N2Cc2ccco2)c1
→ 1, 2, 7, -5, -16, -4, -2, -2.6, -15, -5
- COc1cc(-c2nnn(CC#N)n2)ccc1OCc1ccccc1
→ -2, -13, -2, -3, -4, 2, -3, 0.1, -7, -2
- C=CCN(c1ccccc1)S(=O)(=O)c1cccc(C(=O)NNC(=O)c2ccncc2)c1
→ 5, -3, 1, 0, 0, 4, 2, 1.9, -1, -11
- COc1cc(-c2cc3nc(NCc4cccs4)ccn3n2)cc(OC)c1OC
→ 8, /, 3, -6, -9, -5, 7, 0.0, -8, -5

Further records follow.
Below each compound: rCAG binder, HTRA1 inh, PRMT1 inh, TCR CD3 inh, TDP2 inh, Rev-erbA mod, LEDGF integ inh, PG9 Ab binder, mABHD4 FP, SIAE inh
- COc1cc(OC)c(OC)cc1/C=N/n1c(C)nc2ccccc2c1=O
→ -4, 4, -5, -3, -7, 2, 3, 1.0, -2, -5
- Cc1nc2ccc(-c3nc4ccccc4[nH]3)cc2[nH]1
→ 4, 0, 0, -9, 7, 12, -1, -1.1, -18, -14
- Cc1nc2ccccc2cc1C(=O)N/N=C/c1cccs1
→ -1, -1, -1, -6, 10, -4, -1, -0.4, 7, 3
- Nc1nn(S(=O)(=O)c2ccccc2)cc1-c1cccc([N+](=O)[O-])c1
→ 7, -7, 6, -4, -7, 4, -1, -0.7, -12, -7
- COc1ccc(C(=O)Oc2cc(N)n(S(=O)(=O)c3ccccc3)n2)cc1
→ 3, 3, -3, -7, 4, -5, 4, -0.4, -7, 4
- Cc1ccc(NC(=O)c2cc(C)on2)cc1
→ 3, -4, 0, -2, 1, 7, -2, 0.5, -2, -2
- COc1ccc(C2CC(=O)Nc3cc(OC)c(OC)cc32)cc1 (stereo unspecified)
→ 2, 0, 9, 2, -3, 3, -8, 0.9, -6, -4
- COc1ccc(-c2cc(-n3c(C(F)(F)F)nc4ccccc43)n(CCC#N)n2)cc1
→ -1, 3, 0, -3, 7, 5, 0, 1.5, -10, -1
- CN1CCC(NC(=O)Nc2cccc(C(F)(F)F)c2)CC1
→ 1, 0, 1, -2, 1, -7, 2, -1.1, 2, -1
- COc1ccccc1C#Cc1cnc2c(c1)C(=O)N([C@H](C)CO)C[C@H](C)[C@@H](CN(C)S(=O)(=O)c1cn(C)cn1)O2
→ 5, -1, 1, -2, 2, 3, -2, -1.1, -3, -3
- CCC(C)NC(=O)c1ccc(CSCc2cccc(F)c2)o1 (stereo unspecified)
→ -9, 0, 2, 1, -4, -1, -1, -0.7, -2, 1
- COc1cc(OC)cc(-c2c(C#Cc3ccsc3)c3cc(-c4cnc(OC)nc4)ccc3n2C)c1
→ 11, -12, 2, -9, -5, 9, 1, 2.3, -6, 2
- O=C1CSC(=S)N1c1cccc(Cl)c1
→ 10, 0, 4, -2, 19, -2, 0, -0.5, -14, -17

Some of the entries so far, with tabs.
Molecule	rCAG binder	HTRA1 inh	PRMT1 inh	TCR CD3 inh	TDP2 inh	Rev-erbA mod	LEDGF integ inh	PG9 Ab binder	mABHD4 FP	SIAE inh
Cc1nc2ccc(-c3nc4ccccc4[nH]3)cc2[nH]1	4	0	0	-9	7	12	-1	-1.1	-18	-14
Cc1nc2ccccc2cc1C(=O)N/N=C/c1cccs1	-1	-1	-1	-6	10	-4	-1	-0.4	7	3
O=C1CSC(=S)N1c1cccc(Cl)c1	10	0	4	-2	19	-2	0	-0.5	-14	-17

By substructure, the compounds so far with an NH in an aromatic ring (3)
Below each compound: rCAG binder, HTRA1 inh, PRMT1 inh, TCR CD3 inh, TDP2 inh, Rev-erbA mod, LEDGF integ inh, PG9 Ab binder, mABHD4 FP, SIAE inh
- CC1CN(c2cc(=O)n(-c3ccc(Cl)cc3)c(=O)[nH]2)CC(C)O1 (stereo unspecified)
→ 2, -2, -1, -5, -14, -4, 7, 0.2, -4, 1
- Cc1[nH]n(-c2nc(-c3cccc([N+](=O)[O-])c3)cs2)c(=O)c1C
→ 11, 2, 2, -3, 4, -1, -4, -4.8, -4, 2
- Cc1nc2ccc(-c3nc4ccccc4[nH]3)cc2[nH]1
→ 4, 0, 0, -9, 7, 12, -1, -1.1, -18, -14
